Screening data (PubChem BioAssay)
AMA1 RON2 block – qHTS for Inhibitors of AMA1-RON; Towards Development of Antimalarial Drug Lead: Primary Screen; AlphaScreen AMA1-biotinylated RON2 peptide binding; AID 720542, 2013; Potency, µM (top dose mostly 58.2 µM), for the others: at the highest dose activity change, negative = inhibition, usual class: inhibitors; 360,000 tested, 0.2% active;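 further: potency means the concentration at half of the fitted maximal effect; 0% = vehicle wells and -100% = peptide control; nearly all actives have a fitted effect of over 45% in size; some results filed as inactive show a strong effect at the top dose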
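AMA1 (3D7) with his tag at 25 nM final met compounds first, then biotinylated RON2 peptide at 25 nM; detection used donor plus acceptor beads, 10 µg/mL apiece, read by AlphaScreen after 30 min at room temperature.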
HCMV antiviral – qHTS Assay for inhibitors of the human cytomegalovirus (HCMV) | HFF cells, HCMV-luciferase reporter, 72 h; active compounds read low | activity change, negative = inhibition, % at 57.5 µM | 410,000 tested, 4.5% active; in the data active means activity change below about -60%; inconclusive means no clear call, values can overlap the other calls; inactive means above about -39%
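Two-dose cell screen: HFF monolayers treated with compounds and infected with luciferase-expressing HCMV at 1 PFU/cell, 72 h at 37C, then lysed for luciferase measurement.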
AmpC inh detg – qHTS Inhibitors of AmpC Beta-Lactamase (assay with detergent). Potency, µM (series often up to 114 µM), for the others: at the top dose activity change, negative = inhibition, usual class: inhibitors. P00811. 370,000 tested, 0.041% active. AmpC hydrolysis of nitrocefin, absorbance 480 nm, 0.01% Triton;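 further: potency means the concentration at half of the fitted maximal effect; 0% = no-compound wells and -100% = no-enzyme wells; nearly all actives have a fitted effect of over 25% in size; some results filed as inactive show a strong effect at the top dose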
Target sequence (P00811 whole entry, looked up): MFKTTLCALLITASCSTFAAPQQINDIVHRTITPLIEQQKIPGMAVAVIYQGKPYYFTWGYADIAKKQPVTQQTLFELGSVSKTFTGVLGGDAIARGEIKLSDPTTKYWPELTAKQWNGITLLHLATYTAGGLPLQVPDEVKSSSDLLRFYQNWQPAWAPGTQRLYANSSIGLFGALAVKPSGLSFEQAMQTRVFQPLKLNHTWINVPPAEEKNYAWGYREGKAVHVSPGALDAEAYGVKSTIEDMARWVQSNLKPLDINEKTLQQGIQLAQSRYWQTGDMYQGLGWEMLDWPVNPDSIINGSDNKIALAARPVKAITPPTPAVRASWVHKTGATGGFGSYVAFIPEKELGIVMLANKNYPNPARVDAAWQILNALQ
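AmpC (5.3 nM in the dispensed reagent) in 20 mM phosphate pH 7.0 with 0.01% (detergent screen) or 0.0001% Triton X-100 was preincubated with compounds for 15 min at room temperature. Nitrocefin was then added from an 800 uM solution, and hydrolysis was followed at 480 nm.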
Sm TGR inh – qHTS Assay for the Inhibitors of Schistosoma Mansoni Peroxiredoxins; Potency, µM (highest dose often 114 µM), for inactives: at the top dose activity change, negative = inhibition, actives largely listed as inhibitors; purified TGR, DTNB reduction, TNB absorbance 405 nm; 360,000 tested, 3% active; further: potency means the concentration at half of the fitted maximal effect; nearly all actives have a fitted effect of over 60% in size
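Kinetic colorimetric format: TGR-catalysed, NADPH-driven DTNB reduction monitored via TNB absorbance. Enzyme dispensed at 20 nM; compound exposure 15 min at room temperature before reaction start.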
HCV inh – qHTS Assay for Inhibitors of Hepatitis C Virus (HCV). Huh7.5.1 HCVcc-Cre infection, luciferase reporter, 44 h. 340,000 tested, 3.4% active. Potency, µM (series often up to 41.8 µM), for inactives: at the highest dose activity change, negative = inhibition, hits mostly inhibitors; further: potency means the concentration at half of the fitted maximal effect
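Whole-lifecycle infectious HCVcc-Cre system; cells 1,000/well, compound then virus (~0.5 moi) added 4 h after plating, 44 h culture. Luciferase read 15 sec following 15 min substrate incubation, room temp.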
Giardia FBPA inh – qHTS Assay for Inhibitors of Fructose-1,6-bisphosphate Aldolase from Giardia Lamblia | 290,000 tested, 0.71% active | A8B2U2 | purified Giardia FBPA | Potency, µM (doses to about 59.6 µM), for inactives: at the highest dose activity, negative = inhibition, hits mostly inhibitors | AID 2451, 2010; further: potency means the concentration at half of the fitted maximal effect; nearly all actives have a fitted effect of over 55% in size
Target sequence (A8B2U2 whole entry, looked up): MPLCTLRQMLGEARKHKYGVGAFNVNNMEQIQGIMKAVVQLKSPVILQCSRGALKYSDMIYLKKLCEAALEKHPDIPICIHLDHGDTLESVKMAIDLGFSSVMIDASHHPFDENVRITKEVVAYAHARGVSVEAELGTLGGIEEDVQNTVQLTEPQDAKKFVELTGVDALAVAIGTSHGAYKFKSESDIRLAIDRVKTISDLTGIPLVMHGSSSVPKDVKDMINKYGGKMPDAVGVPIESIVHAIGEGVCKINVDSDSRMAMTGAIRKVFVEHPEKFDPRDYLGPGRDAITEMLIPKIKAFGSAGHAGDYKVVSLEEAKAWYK
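Giardia FBPA (40 nM reagent) was preincubated 10 min at RT with compound (up to 57.5 uM final), then substrate plus GAPDH/TPI/NAD/arsenate coupling system with diaphorase/resazurin was added; resorufin fluorescence (525/598 nm) was read after 20 min.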
* hit, by the source's call; ? = inconclusive; . = not tested or not shown; & = joins results of further samples; [ ] = dose if it differs, or a comment. Unless noted, the call rests on the fitted dose curve; in most records, active means well fitted curve in the direction sought with a large enough effect; inconclusive means small, poorly fitted or top-dose-only effect, or another doubt; inactive means no such curve, though single readings can be large; an effect the other way counts as inactive or inconclusive. Unless noted, on the % scale 0 is the no-effect control and ±100 the full control effect. Outcome played no part in choosing rows, and some 9.3% of all compounds hit somewhere here.

Screens by letter: A = AMA1 RON2 block; B = HCMV antiviral; C = AmpC inh detg; D = Sm TGR inh; E = HCV inh; F = Giardia FBPA inh
Cc1cccc(NC(=O)CCn2nc(C)cc2C)c1
  A: 13% | B: -9 | C: ? | D: -2% | E: -9% | F: 0%
Cc1ccccc1OCCCn1c(-c2ccc(Cl)cc2)nc2ccccc2c1=O
  A: . | B: 7 | C: 1% | D: -3% | E: . | F: .
Cc1ccccc1-n1c(SCC(=O)N(C)C2CCS(=O)(=O)C2)nnc1-c1ccncc1 (centres undefined)
  A: 6% | B: ? | C: -14% | D: -2% | E: 15% | F: -3%
Cn1c(=O)[nH]c(=O)c2c1nc(SCCN1CCCCC1)n2Cc1ccccc1
  A: 34%[activator] | B: -20 | C: ? | D: 3% | E: 9% | F: 4%
Cc1ccc(-c2cc(C(=O)N/N=C/c3ccc([N+](=O)[O-])o3)c3ccccc3n2)o1
  A: 12% | B: -21 | C: ? | D: 40µM* | E: 11µM* | F: .
Cc1ccccc1OCC(=O)NCC(=O)N/N=C/c1cccc([N+](=O)[O-])c1
  A: . | B: 5 | C: 5% | D: . | E: . | F: -7%
O=C(/C=C/Sc1ccccc1)c1ccc(Cl)cc1
  A: 10% | B: -76* | C: -12% | D: 32µM* | E: -59% | F: 1%
CC(C)(C)C1CCC(=NNC(=O)C2COc3ccccc3O2)CC1 (centres undefined)
  A: 22% | B: -7 | C: ? | D: -3% | E: 25% | F: .
O=C(Nc1ccc(Br)c(Cl)c1)c1ccco1
  A: 33%[activator] | B: 52 | C: -1% | D: -2% | E: -17% | F: -6%
Cc1ccc(S(=O)(=O)N2CC(O)C[C@H]2C(=O)OCC(=O)N2CCN(c3ccc(F)cc3)CC2)cc1C (some centres undefined)
  A: -12% | B: 7 | C: . | D: . | E: -24% | F: .
O=C(CN1C(=O)C2(OCCO2)c2ccccc21)c1ccc(F)cc1
  A: 9% | B: -17 | C: ? | D: -26% | E: 5% | F: -18%
O=C(Cc1nc2ccccc2[nH]c1=O)c1ccc(Cl)cc1
  A: 7% | B: 42 | C: 4% | D: -9% | E: -4% | F: 0%
O=C(NNC(=O)c1cccc(-n2cnnn2)c1)c1ccccc1
  A: -2% | B: ? | C: -3% | D: 0% | E: 25% | F: 0%
O=C(COc1ccccc1Cl)Nc1nc(-c2cccs2)cs1
  A: -15% | B: -5 | C: ? | D: 8% | E: ? | F: -1%
COc1cc(NS(=O)(=O)c2cccc3nsnc23)c(C(=O)O)cc1OC
  A: 10% | B: -16 | C: -4% | D: -12% | E: 7% | F: 1%
CCCCNS(=O)(=O)c1ccc(S(=O)(=O)N2CCC3(CC2)OCCO3)cc1
  A: 4% | B: -22 | C: ? | D: -11% | E: 4% | F: -3%
CCCCCCn1c(=O)c(F)cn(Cc2ccc(OC)c([N+](=O)[O-])c2)c1=O
  A: -9% | B: -11 | C: 2% | D: -1% | E: -12% | F: 0%
CC(=O)c1cccc(Oc2ncccn2)c1
  A: 0% | B: 14 | C: -1% | D: -5% | E: -10% | F: 3%
O=C(Cc1cccc(NC(=O)C2CCCN(C(=O)C3CC3)C2)c1)Nc1cccc(C(=O)N2CCCC2)c1 (centres undefined)
  A: 11% | B: 0 | C: -1% | D: 27% | E: -15% | F: .
Clc1nnc(N2CCCCC2)c2ccccc12
  A: -1% | B: -91* | C: ? | D: 4% | E: 0% | F: 17%
Cc1cccn2c(=O)c3cc(C(=O)NCc4ccco4)c(=N)n(C(C)C)c3nc12
  A: -3% | B: -27 | C: 2% | D: 0% | E: ? | F: 6%
COc1cc(C(=O)OC(C)c2ccc(F)cc2)ccc1OCC(=O)N1CCOCC1 (centres undefined)
  A: -7% | B: -25 | C: -14% | D: -25% | E: -6% | F: .
COc1ccc(-n2c(C)cc(-c3cn4cccc(C)c4n3)c2C)cc1
  A: -4% | B: 18 | C: -1% | D: -15% | E: ? | F: -12%
CCC(C)(C)NC(=O)C(c1ccc(OC)cc1)N(C(=O)CCC(=O)Nc1cc(C)on1)c1ccc(OC)c(OC)c1 (centres undefined)
  A: 11% | B: -32 | C: ? | D: 0% | E: 11% | F: 1%
Cc1oc(C(C)(C)C)cc1C(=O)Nc1cccc(C(=O)O)c1
  A: -3% | B: 162 | C: -1% | D: -2% | E: -15% | F: 11%
CCN1C(=O)c2ccccc2S(=O)c2ccc(C(=O)NCCCN3CCCC3=O)cc21 (centres undefined)
  A: -8% | B: 22 | C: -8% | D: -1% | E: 6%&11% | F: 3%
COc1ccccc1NC(=O)c1ccc(NC(=O)CN2CCN(C(=O)c3ccco3)CC2)cc1
  A: 0% | B: -24 | C: -3% | D: -9% | E: ? | F: 2%
O=c1oc2ccccc2cc1-c1nc2c(s1)CCCC2
  A: 33%[activator] | B: -21 | C: -2% | D: 0% | E: -18% | F: 4%
CCc1nc(SCC(=O)Nc2ccc([N+](=O)[O-])cc2)n[nH]1
  A: 6% | B: -3 | C: ? | D: 6% | E: -5% | F: -11%
ON1C2CCCCC2N(O)C1c1ccccc1 (centres undefined)
  A: 10% | B: 8 | C: -3% | D: 0% | E: 1% | F: -18%
Cc1ccc(NC(=O)CSCC(=O)NC2=NCCS2)cc1
  A: 12%[11.6 µM] | B: -4 | C: 4% | D: -1% | E: 12% | F: .
COC(=O)[C@]1(Cc2ccccc2)N[C@H](c2ccc(-c3ccc(Cl)c(Cl)c3)cc2)[C@@H]2C(=O)N(C)C(=O)[C@@H]21
  A: -10% | B: 33 | C: 1% | D: ? | E: ? | F: .
CC(C)CCOC(=O)C[N+](C)(C)CCOC1CC2CCC1(C)C2(C)C (centres undefined)
  A: 1% | B: ? | C: ? | D: 1% | E: -5% | F: 3%
Cc1ccc(CCNC(=O)Cn2c(-c3cccs3)cc3cc(F)ccc32)cc1
  A: . | B: -17 | C: 3% | D: -3% | E: . | F: .
Cc1ccc(Nc2nc(Oc3ccc(=O)[nH]n3)nc(N(C)C)n2)cc1
  A: -5% | B: 28 | C: -6% | D: ? | E: -25% | F: 5%
FC(F)Oc1ccc(/C=N/c2c(-c3ccc(OC(F)F)cc3)nc3n2CCS3)cc1
  A: -9% | B: 4 | C: 2% | D: -25% | E: 1% | F: -8%
CCCCc1c(O)nc(SCC(=O)N2CCCCCC2)[nH]c1=O
  A: 1% | B: -13 | C: -6% | D: -10% | E: 0% | F: -3%
COc1ccc(C(CNC(=O)COc2ccccc2C)N2CCCC2)cc1 (centres undefined)
  A: 1% | B: 48 | C: -5% | D: 2% | E: . | F: -9%
CCc1cccc(NC(=S)N(CCN(C)C)C(C)c2ccncc2)c1 (centres undefined)
  A: -7% | B: -19 | C: 3% | D: 6% | E: -10% | F: 0%
O=c1cnc2cc([N+](=O)[O-])ccc2[nH]1
  A: 28% | B: 4 | C: 5% | D: 2% | E: 12% | F: 2%
COC(=O)c1ccc(NC(=O)c2cc3c(CO)cnc(C)c3oc2=Nc2cccc(C(N)=O)c2)cc1
  A: -12% | B: -3 | C: 0% | D: -9% | E: 6% | F: -4%
CC1CCCC(C)N1C(=O)c1ccc(S(=O)(=O)N2CCCC2)cc1 (centres undefined)
  A: 5% | B: -22 | C: -2% | D: -28% | E: 5% | F: .
CC(C)(C)OC(=O)N[C@@H](C(=O)OC(C)(C)C)c1ccc2ccccc2c1
  A: 8% | B: -13 | C: 5% | D: -4% | E: 7% | F: .
O=C(NCCc1ccccc1C(F)(F)F)C1CCC(=O)N(C2CC2)C1 (centres undefined)
  A: 7% | B: 16 | C: 0% | D: 5% | E: . | F: 4%
CCOC(=O)c1ccc(N2C(=O)CC(Nc3ccc(O)cc3)C2=O)cc1 (centres undefined)
  A: 8% | B: -2 | C: -2% | D: -2% | E: 7% | F: -9%
CS(=O)(=O)Nc1cccc(C(=O)CC2(O)C(=O)Nc3ccc(Br)cc32)c1 (centres undefined)
  A: -4% | B: -30 | C: ? | D: 6%&1% | E: -1% | F: 0%&1%
CCCCc1cc(=O)oc2cc(OCC(=O)NCC3CCC(C(=O)O)CC3)ccc12 (centres undefined)
  A: 0% | B: 11 | C: -3% | D: 23% | E: 8% | F: 0%
O=C(Cn1c(C(F)(F)F)nc2ccccc21)c1ccc(Cl)cc1
  A: -3% | B: -10 | C: -14% | D: 0% | E: 1% | F: 1%
COc1ccccc1C(=O)NCCC(=O)Nc1ccc(S(=O)(=O)Nc2ncccn2)cc1
  A: -9% | B: -25 | C: ? | D: -4% | E: 7% | F: .
CCCN(Cc1ccccc1)C(=S)Nc1cccc(C)c1C
  A: 26% | B: -18 | C: -9% | D: 1% | E: -1% | F: 3%

The listing continues.
Screens by letter: A = AMA1 RON2 block; B = HCMV antiviral; C = AmpC inh detg; D = Sm TGR inh; E = HCV inh; F = Giardia FBPA inh
CCOc1cc(CN2CCCC(N3CCc4ccccc4C3)C2)ccc1O (centres undefined)
  A: 0% | B: 3 | C: 3% | D: ? | E: -12% | F: -9%
Nc1ccc2nc(-c3ccc(N)c(Cl)c3)[nH]c2c1
  A: -26% | B: 5 | C: ? | D: -8% | E: ? | F: -21%
CCOC(=O)c1cccc(NC(=O)c2cn(-c3cccc(OC)c3)c(=O)c3ccccc23)c1
  A: . | B: ? | C: 16% | D: 6% | E: . | F: .
O=C(/C=C\NCC(=O)c1ccccc1)c1ccc2ccccc2c1
  A: 8%[11.6 µM] | B: 65 | C: 1% | D: ? | E: -13% | F: -13%
CC(OC(=O)c1nsc(Cl)c1Cl)C(=O)NCc1ccc2c(c1)OCO2 (centres undefined)
  A: 4% | B: 10 | C: 3% | D: 4% | E: 11% | F: -4%
CC1CCCN(C(=O)c2cc(-c3ccco3)nc3ccccc23)C1 (centres undefined)
  A: 0% | B: 0 | C: 0% | D: 32µM* | E: 1% | F: .
COc1cccc(/C=N/Nc2nc(Nc3ccc([N+](=O)[O-])cc3)nc(N3CCCC3)n2)c1O
  A: 54%[activator] | B: ? | C: 0% | D: 2% | E: ? | F: -16%
O=c1c2ccccc2nc2n1-c1ccccc1CCC2
  A: 1% | B: 0 | C: -4% | D: 10% | E: -3% | F: 16%
Cc1cccc(NC(=O)CSc2nnc(NC(=O)c3ccco3)s2)c1
  A: 0% | B: 9 | C: -5% | D: 5% | E: 0% | F: 27%
Cc1nc(CNS(=O)(=O)c2ccc(F)cc2)cs1
  A: 32%[activator] | B: -26 | C: 1% | D: 9% | E: 21% | F: 1%
